Bioassay records (PubChem BioAssay)
FEN1 inh – qHTS Assay for the Inhibitors of Human Flap endonuclease 1 (FEN1); AID 588795, 2011; Recombinant FEN1 flap cleavage, fluorescence, 15 min; P39748; Potency, µM (titrated, usually from 114 µM), inactives show at the top dose activity change, negative = inhibition, hits mostly inhibitors; 390,000 compounds, 0.35% hits; further: nearly all actives have a fitted effect of over 65% in size
Target sequence (P39748 whole entry, looked up): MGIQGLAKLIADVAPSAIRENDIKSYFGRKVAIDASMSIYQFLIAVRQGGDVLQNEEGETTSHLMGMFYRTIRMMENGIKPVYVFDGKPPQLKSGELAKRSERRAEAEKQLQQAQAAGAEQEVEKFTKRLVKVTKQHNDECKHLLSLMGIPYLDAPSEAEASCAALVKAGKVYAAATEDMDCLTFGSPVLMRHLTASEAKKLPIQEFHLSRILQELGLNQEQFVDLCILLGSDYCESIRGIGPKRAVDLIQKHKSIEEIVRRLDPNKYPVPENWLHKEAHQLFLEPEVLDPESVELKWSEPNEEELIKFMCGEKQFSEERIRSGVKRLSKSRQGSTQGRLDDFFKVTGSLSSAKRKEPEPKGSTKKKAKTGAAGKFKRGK
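In this screen, 50 nM flap DNA substrate was added to 10 nM FEN1 pretreated with compound for 15 min at room temperature; cleavage was followed with reads at 0 and 15 min, and Hill fitting gave concentration–response parameters.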
TDP1 inh – qHTS Assay for Inhibitors of Tyrosyl-DNA Phosphodiesterase (TDP1). recombinant TDP1, AlphaScreen DNA substrate cleavage. Potency, µM (series often up to 130 µM), without a hit: at the highest dose activity change, negative = inhibition, most hits filed as inhibitors. 350,000 compounds, 0.28% hits; further: nearly all actives have a fitted effect of over 40% in size
Target sequence (Q9NUW8 whole entry, looked up): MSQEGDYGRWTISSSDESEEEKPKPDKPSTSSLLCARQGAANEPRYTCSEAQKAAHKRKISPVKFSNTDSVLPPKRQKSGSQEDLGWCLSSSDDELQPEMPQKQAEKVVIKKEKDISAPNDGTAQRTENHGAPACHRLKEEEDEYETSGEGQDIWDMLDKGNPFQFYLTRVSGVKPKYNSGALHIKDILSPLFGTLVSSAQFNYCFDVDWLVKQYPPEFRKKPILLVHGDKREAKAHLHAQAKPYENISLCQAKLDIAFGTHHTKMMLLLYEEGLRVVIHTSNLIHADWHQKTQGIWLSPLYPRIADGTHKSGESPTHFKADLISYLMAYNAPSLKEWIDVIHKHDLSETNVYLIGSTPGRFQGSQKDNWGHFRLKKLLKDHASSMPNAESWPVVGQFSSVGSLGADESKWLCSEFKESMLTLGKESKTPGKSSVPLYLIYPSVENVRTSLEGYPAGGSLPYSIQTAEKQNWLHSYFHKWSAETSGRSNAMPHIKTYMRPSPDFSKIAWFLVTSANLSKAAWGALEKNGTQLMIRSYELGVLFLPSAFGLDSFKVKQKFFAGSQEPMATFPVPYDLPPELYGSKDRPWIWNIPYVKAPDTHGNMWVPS
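Tdp1 1 nM final; 15 min RT w/ cpd; substrate 15 nM, 5 min; beads 10 ug/ml, 10 min; AlphaScreen read. Neg ctrl: no enzyme.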
N370S GC mod – qHTS Assay for Inhibitors and Activators of N370S glucocerebrosidase as a Potential Chaperone Treatment of Gaucher Disease | Lysosomal acid glucosylceramidase (Homo sapiens), P04062 | N370S GC spleen homogenate, 4MU-glucoside fluorescence | Potency, µM (titrated, usually from 59.4 µM), without a hit: top-dose activity change, negative = inhibition, actives largely listed as inhibitors | 330,000 compounds, 0.092% hits;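 further: 0% = full enzyme activity and -100% = no enzyme basal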
* marks the source's active call; other numbers are inactive results; ? = inconclusive; . = no result given; & = joins results of further samples; [ ] = another dose, or the depositor's remark. The call rests on the fitted dose curve; in most records, active means well fitted curve in the direction sought with a large enough effect; inconclusive means small, poorly fitted or top-dose-only effect, or another doubt; inactive means no such curve, though single readings can be large; an effect the other way counts as inactive or inconclusive. Unless noted, on the % scale 0 is the no-effect control and ±100 the full control effect; potency means the concentration at half of the fitted maximal effect. Random draw from the library; 0.53% or so of the library scored in one or more.

FEN1 inh,TDP1 inh,N370S GC mod,Molecule
-5%,-2%,-4%,CC(=O)NC(Cc1ccc(C)cc1)C(=O)NC1CCN(C(=O)c2cnccn2)CC1 (stereo unspecified)
0%,4%,-5%,Cc1onc(-c2c(Cl)cccc2Cl)c1C(=O)N=C(N)N1CC(C)OC(C)C1 (stereo unspecified)
4%,9%,-3%,CCc1nnc(NC(=O)C2CCCN(c3nc(C)cc(C)n3)C2)s1 (stereo unspecified)
11%,-6%[12.3 µM],.,CCOC(=O)c1c(NC(=O)c2ccccc2OCC)sc2c1CCC(CC)C2 (stereo unspecified)
0%,11%,3%,Cc1ccc(C(=O)Nc2ccncc2)o1
-2%,.,-3%,O=C(Nc1cccc(C(=O)Nc2cccc(Br)c2)c1)c1ccccc1
15%,-4%,1%,C/C(CC(=O)Nc1ccc(C)c(Cl)c1)=N\NC(=O)Cc1cnc(N)s1
-1%,4%,-2%,COc1ccccc1NC(=O)C1C2C=CC(C2)C1C(=O)NCc1cccnc1 (stereo unspecified)
0%,-7%,-7%,CCCCNCCOCCOc1ccc(Cl)cc1Br
5%,8%,3%,COc1ccc(C2C(=O)N(C3CCCCC3)CC(=O)N2Cc2ccco2)cc1 (stereo unspecified)
3%,.,-3%,CCCOc1c(Br)cc(C(=O)OCC(=O)NC2CC2)cc1OC
3%,2%,-5%,COCc1cc(=O)[nH]c(SCC(=O)Nc2ccccc2)n1
1%,6%,8%,COc1ccc(Br)cc1C(C[N+](=O)[O-])c1c(N)n(C)c(=O)n(C)c1=O (stereo unspecified)
-4%,9%,3%,CCN1CCN(CCNC(=O)c2ccc(CS(=O)(=O)c3ccccc3C)o2)CC1
1%,2%,0%,CCCN(CCC)CCCNC(=O)CNC(=O)c1nn(-c2ccc(OC)cc2)c(=O)c2ccccc12
0%,8%,-1%,Cc1cc(C)c(NC(=O)CS(=O)CC(=O)Nc2ccc(N3CCOCC3)cc2)c(C)c1 (stereo unspecified)
-5%,4%,3%,Cc1ccnc(NC(=O)/C=C/c2cccs2)c1
1%,1%,1%,COc1ccc2[nH]c(C(=O)Nc3ncc(C)cc3Br)cc2c1
-11%,2%,2%,COc1cccc(CN2CC(C(=O)N(C)CCCC3CCCC3)CCC2=O)c1 (stereo unspecified)
-5%,-1%,-2%,CCOc1ccccc1C(=O)N1CCN(C(c2ccccc2)c2ccccc2)CC1
-1%,0%,-7%,O=C(NCc1ccoc1)c1ccc(NC(=O)c2ccccc2Cl)cc1
-8%,2%,2%,N#Cc1c(/N=C/c2ccc(Br)s2)sc2c1CCC2
0%,6%,4%,COc1ccccc1NC1=C(Cl)C(=O)N(c2ccccc2)C1=O
-3%,-1%,.,O=C(CCC(=O)NNC(=O)c1ccc(Cl)cc1Cl)NCc1ccccc1

2 records drawn at random from the list so far, as already listed:
FEN1 inh,TDP1 inh,N370S GC mod,Molecule
-11%,2%,2%,COc1cccc(CN2CC(C(=O)N(C)CCCC3CCCC3)CCC2=O)c1 (stereo unspecified)
1%,1%,1%,COc1ccc2[nH]c(C(=O)Nc3ncc(C)cc3Br)cc2c1

The results go on.
FEN1 inh,TDP1 inh,N370S GC mod,Molecule
-2%,5%,4%,NC(=O)COC(=O)c1oc2ccccc2c1CSc1ccc(Cl)cc1
-2%,.,-9%,CCN(CC(=O)Nc1c(F)cccc1F)C(=O)/C=C/c1ccc(C)o1
3%,5%,2%,CCOC(=O)N1CCN(C(c2ccc(F)cc2)c2sc3nc(C)nn3c2O)CC1 (stereo unspecified)
-5%,4%,-16%,COc1ccc(CNC(=O)C(=O)NCc2ccncc2)cc1
-12%,6%,0%,Cc1cccc(/C=N/Nc2cc(N3CCOCC3)nc(N3CCOCC3)n2)c1
0%,5%,.,O=C(Nc1cc(S(=O)(=O)N2CCOCC2)ccc1N1CCCC1)c1ccc(F)cc1
.,0%,16%,COC(=O)[C@H](Cc1ccccc1)NC(=O)O[C@@H]1Cc2cc(OC)ccc2O[C@H]1c1cccc(OC)c1
-19%&10%,2%&-6%&4%,14%,COc1ccc(C(=O)N(Cc2ccco2)Cc2cccs2)c(O)c1
-2%,0%,6%,O=C(NCC1CCCO1)C1CCN(C2CCN(C(=O)Cc3ccsc3)CC2)CC1 (stereo unspecified)
-7%,-4%,-19%,O=C(C[n+]1ccc(/C=N/O)cc1)NCc1ccccc1
-9%,4%,7%,CCC(C)N(NC(C)=O)c1nc(Cl)nc(NC(C)(C)C)n1 (stereo unspecified)
3%,8%,-5%,O=C(Cc1ccccc1)NNc1c2ccccc2nc2ccccc12
6%,11%,12%,CN(C)c1ccc(/C=N/NC(=S)NCc2ccco2)cc1
4%,6%,12%,O=C(COC(=O)CCN1C(=O)c2cccc([N+](=O)[O-])c2C1=O)NC1CCS(=O)(=O)C1 (stereo unspecified)
-5%,-13%,1%,Cc1c(C(=O)NCc2ccco2)oc2ccc(Br)cc12
-1%,-4%,-3%,O=C(CCC1CCCN(Cc2ccc3c(c2)CCO3)C1)NCc1ccc(F)c(F)c1 (stereo unspecified)
-1%,7%,-7%,Cc1ccc(SCC(=O)N2CCOCC2)cc1
1%,3%,20%,COC(=O)COc1cccc2c(=O)n(CC(=O)NCCc3ccc(OC)c(OC)c3)ccc12
10%,1%,.,COc1ccccc1C(=O)NCC(=O)N1CCN(c2ncccn2)CC1
-1%,0%,.,Cc1ccc(NC(=O)C2CCCN2C(=O)c2cccs2)cc1C (stereo unspecified)
-19%,.,23%,COc1ccc(Cc2nnc(NC(=O)Cc3cccs3)s2)cc1OC
1%,-5%,.,CCC(C)n1c(SCC(=O)Nc2ccccc2C(=O)OC)nc2ccsc2c1=O (stereo unspecified)
8%,3%,-21%,N/C(=N\S(=O)(=O)c1ccccc1)c1ccc([N+](=O)[O-])cc1
-19%,6%,0%,Cc1ccccc1Oc1ccc(-c2nc(N)nc(N)n2)cc1
-12%,7%,.,N#Cc1nc(/C=C/c2ccc(F)cc2)oc1N1CCCCCC1
5%,5%,-7%,COc1ccc(OC)c(NC(=O)c2ccc(CN3CCOCC3)cc2)c1
-9%,3%,-6%,COc1ccc(NC(=O)C2CCN(C(=O)[C@@H]3Cc4ccccc4CN3C(=O)OC(C)(C)C)CC2)cc1
-2%,3%,-11%,CC(=O)CSc1ccc(-c2nc3cc(C)c(C)cc3[nH]2)cn1
-22%,2%,.,C[C@@H]1CN([C@H](C)CO)C(=O)c2cc(NC(=O)Nc3ccc(F)cc3)ccc2O[C@H]1CN(C)C(=O)Nc1ccc(C(F)(F)F)cc1
1%,.,5%,CN(C)CCCNC(=O)/C(=C\C=C\c1ccccc1)NC(=O)c1ccc([N+](=O)[O-])cc1
-3%,8%,20%,CN(C)c1ccc(C(=O)OCC(=O)NCCC2=CCCCC2)cc1
-2%,1%,-5%,CCn1c(=N)n(CC(=O)OC)c2ccccc21
-2%,8%,-19%,Cc1ccc(/C=N/NC(=O)CSc2nc3ccccc3n2Cc2ccccc2)o1
8%,2%,11%,Cc1cccc(NC(=O)COC(=O)c2ccccc2-c2nc3ccccc3s2)c1C
-1%,1%,-2%,COc1ccc2nc(C)cc(SCC(=O)OC(C)C)c2c1
0%,4%,.,O=C(COc1ccccc1F)Nc1ccccc1C(=O)OCc1cc(=O)n2nc(C3CC3)sc2n1

Entries listed so far that contain a nitro group on carbon (four):
FEN1 inh,TDP1 inh,N370S GC mod,Molecule
1%,6%,8%,COc1ccc(Br)cc1C(C[N+](=O)[O-])c1c(N)n(C)c(=O)n(C)c1=O (stereo unspecified)
4%,6%,12%,O=C(COC(=O)CCN1C(=O)c2cccc([N+](=O)[O-])c2C1=O)NC1CCS(=O)(=O)C1 (stereo unspecified)
8%,3%,-21%,N/C(=N\S(=O)(=O)c1ccccc1)c1ccc([N+](=O)[O-])cc1
1%,.,5%,CN(C)CCCNC(=O)/C(=C\C=C\c1ccccc1)NC(=O)c1ccc([N+](=O)[O-])cc1

Next entries.
FEN1 inh,TDP1 inh,N370S GC mod,Molecule
-3%,.,-13%,CCCCn1c(N)c(N(CCC(C)C)C(=O)c2cc(-c3ccco3)nc3ccccc23)c(=O)[nH]c1=O
-9%,9%,5%,COc1ccc2c(c1)CCc1c(C(=O)NCc3ccco3)noc1-2
.,21%,2%,NCCCC[C@H](NC(=O)[C@H](CS)NC(=O)[C@@H](N)Cc1cnc[nH]1)C(=O)N[C@@H](Cc1ccccc1)C(=O)N[C@@H](Cc1c[nH]c2ccccc12)C(=O)N[C@@H](Cc1c[nH]c2ccccc12)C(=O)O
1%,.,?,O=C(NCC1CCCO1)c1cc2c([nH]c3ccccc32)c(-c2cccc(Cl)c2)n1 (stereo unspecified)
?,-7%,-6%,COCCOC(=O)c1c(C)oc2ccc(OC(=O)c3cccs3)cc12
-3%,3%,-16%,CN(C)CCCOC(=O)C1c2ccccc2Oc2ccccc21
7%,4%,4%,CCOc1ccc(CNc2nc3ccccc3n2CCN2CCOCC2)cc1
-1%,0%,.,CCOc1ccc(C(=O)NCC(=O)Nc2cc(C)ccn2)cc1OCC
-3%,-1%[56.1 µM],.,COc1ccc(CCNC(=O)COC(=O)c2sc(C)nc2C)cc1
6%,-1%,-7%,CCOc1ccc(N2C(=O)CC(SC(=NC)Nc3cccc(F)c3)C2=O)cc1 (stereo unspecified)
-19%,0%,-8%,Cc1ccc(/C(N)=N/OC(=O)c2ccc(C)cc2Cl)cc1
-9%,5%,0%,COc1ccc(C2C(C(C)=O)=C(O)C(=O)N2c2ccc(Br)cc2)cc1 (stereo unspecified)

Among those listed so far, these have two or more sulfur atoms:
FEN1 inh,TDP1 inh,N370S GC mod,Molecule
-8%,2%,2%,N#Cc1c(/N=C/c2ccc(Br)s2)sc2c1CCC2
-19%,.,23%,COc1ccc(Cc2nnc(NC(=O)Cc3cccs3)s2)cc1OC
1%,-5%,.,CCC(C)n1c(SCC(=O)Nc2ccccc2C(=O)OC)nc2ccsc2c1=O (stereo unspecified)

More structures follow.
FEN1 inh,TDP1 inh,N370S GC mod,Molecule
-3%,8%,1%,O=C(O)c1ccc(NS(=O)(=O)c2ccc(N3C(=O)CCC3=O)cc2)cc1
-1%,4%,-3%,Cc1ccc(-n2nc3c(c2NC(=O)CC(C)C)CS(=O)(=O)C3)cc1
-2%,-1%,?,CCN(CC(=O)NCc1ccc(F)cc1)C(=O)COc1ccc(C)c(C)c1
0%,.,1%,COc1ccc(C/C(=N\OC(C)=O)c2ccc(OC)cc2)cc1
0%,5%,8%,COc1ccc(N2CCN(c3n[nH]c(N)n3)CC2)cc1
-2%,5%,5%,C=CCn1c(CCCOc2ccc(Cl)cc2Cl)nnc1SCC(=O)Nc1nccs1
20%,4%,-19%,NC(=O)C1CCN(C(=S)NC2CC3C=CC2C3)CC1 (stereo unspecified)
14%,0%,-13%,CCCN1CCN(C(=S)Nc2ccc(SC(F)F)cc2)CC1
5%,2%,-3%[2.35 µM],CSCCC(NC(N)=O)C(=O)N(C)CC(=O)Nc1ccc(C)cc1 (stereo unspecified)
10%,7%,.,CN(C(=O)c1c2c(nc3ccccc13)C(=O)N(C1CCCCC1)C2)c1ccc(F)cc1
-2%,3%,.,COc1ccccc1C1C(C(N)=O)=C(C)Nc2nc(SCc3ccccc3F)nn21 (stereo unspecified)
-6%,.,-3%,Cc1c2cnn(CC(=O)NCCN3CCOCC3)c(=O)c2c(C)n1Cc1ccc(F)cc1
-15%,-6%,10%[12.8 µM],CC1Cc2ccccc2N1C(=O)CN1CCC(n2nnc3cc(C(F)(F)F)ccc32)CC1 (stereo unspecified)
-5%,6%,4%&-19%,O=c1ccc2cc3ccoc3cc2o1
10%,.,-15%,Cc1ccccc1NC(=O)Nc1cc(-c2ccccc2)nn1C
-9%,7%,11%,CCCCS(=O)(=O)C1CCS(=O)(=O)C1 (stereo unspecified)
15%,-7%,16%,COc1ccccc1NC(=O)O/N=C(\N)c1ccccc1

Quoted from the listing.
`Cc1ccccc1NC(=O)Nc1cc(-c2ccccc2)nn1C` @ N370S GC mod = -15%
`CC1Cc2ccccc2N1C(=O)CN1CCC(n2nnc3cc(C(F)(F)F)ccc32)CC1` (stereo unspecified) @ TDP1 inh = -6%
`O=c1ccc2cc3ccoc3cc2o1` @ N370S GC mod = 4%&-19%
